ERAP1 HTS inh = human ERAP1 aminopeptidase inhibitors, primary screen, biochemical, single point, plate reader; recombinant ERAP1, Leu-AMC fluorescence, 60 min; inhibition, % at 10.7 µM; actives 0.15% (n = 340,000); AID 652197, 2013;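 active means mean replicate inhibition of at least 30%, or all replicates individually reaching that 30% level; inactive means mean below 30% and not every replicate reaching it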;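 further: 0% = neutral control wells and 100% = L-leucinethiol positive control wells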
PGC1a acetyl inh = inhibitors of PGC1a acetylation signal, primary screen, cell-based, U2OS, AlphaScreen, inhibitor mode; AlphaScreen anti-acetyl-lysine; with virally co-expressed GCN5 acetyltransferase; inhibition, % at 15.6 µM; actives 0.17% (n = 350,000);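 active means every replicate shows inhibition of at least 40%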;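 further: 0% = neutral control wells and 100% = positive control wells; some results beyond the cut were filed as inactive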
miR-122 sensor = miR-122 Renilla sensor signal increase in Huh7, primary screen, miR-122 inhibitor project, cell-based, single point, plate reader. Huh7 miR-122 Renilla luciferase sensor, 48 h; neutral wells = 0, positive control = 100. activation (reporter increase), % at 12.5 µM. actives 0.3% (n = 340,000). AID 602342, 2012;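 active means mean replicate activation score at least 90 and every replicate individually at or above 90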;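 further: higher luciferase means less miR-122 activity so hits act as miR-122 inhibitors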
E-sel inducer = E-selectin induction in HUVECs, primary screen, imaging, HUVEC, immunofluorescence imaging, single point | activation, % at 7.58 µM | P16581 | actives 0.37% (n = 260,000) | normalized: neutral wells 0, TNF-alpha wells 100;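 active means mean E-selectin-positive cell signal at least 10% of the positive control, reached in at least 60% of replicates, without over 20% cell loss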;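 further: in these data hits start at about 27%; measured in HUVEC primary endothelial cells; signal is the percent of cells scored E-selectin positive by PE staining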
Target sequence (P16581 whole entry, looked up): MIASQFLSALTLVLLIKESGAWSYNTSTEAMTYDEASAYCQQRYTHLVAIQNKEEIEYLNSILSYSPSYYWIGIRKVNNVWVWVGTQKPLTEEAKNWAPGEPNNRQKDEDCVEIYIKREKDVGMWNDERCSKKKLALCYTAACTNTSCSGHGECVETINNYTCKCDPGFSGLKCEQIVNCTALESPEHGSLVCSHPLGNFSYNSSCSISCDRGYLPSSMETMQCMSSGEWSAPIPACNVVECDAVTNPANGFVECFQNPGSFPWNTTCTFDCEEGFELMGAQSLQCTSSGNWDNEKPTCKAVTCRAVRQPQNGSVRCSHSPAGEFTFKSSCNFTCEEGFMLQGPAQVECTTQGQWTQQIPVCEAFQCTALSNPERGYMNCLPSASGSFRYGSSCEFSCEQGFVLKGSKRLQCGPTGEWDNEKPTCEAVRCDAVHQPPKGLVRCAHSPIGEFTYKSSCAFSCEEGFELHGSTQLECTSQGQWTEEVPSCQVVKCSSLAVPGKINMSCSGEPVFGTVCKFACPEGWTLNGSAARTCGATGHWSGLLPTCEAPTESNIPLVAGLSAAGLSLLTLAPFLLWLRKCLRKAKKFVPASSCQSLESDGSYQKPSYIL
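Test system: HUVEC | Signal: Immunofluorescence imaging | Read-out: Percent E-selectin-positive cells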
RAD54 inh = inhibitors of human RAD54 branch migration, primary screen, biochemical, fluorescence, single point; RAD54 Holliday junction branch migration, FAM/BHQ fluorescence; inhibition, % at 10.4 µM; DNA repair and recombination protein RAD54-like (Homo sapiens), Q92698; actives 0.14% (n = 360,000);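 active means mean normalized replicate activity at least 40 and at least half of replicates scoring 40 or more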;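 further: 0% = median of neutral control wells and 100% = median of positive control wells; inhibitors cause a drop in the FAM fluorescence signal; in these data hits start at about 50%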
PglD DTNB = C. jejuni PglD acetyltransferase inhibitors, primary screen, biochemical, DTNB colorimetric, single point; inhibition, % at 12.5 µM; actives 0.098% (n = 360,000); purified PglD enzyme, DTNB colorimetric CoA detection; in the data active means inhibition above about 16%, passing the limit was not always enough; further: strong numbers were not always called active
Cneo AK release = Cryptococcus neoformans cell lysis inducers, primary screen, AK release luminescence, single concentration; lysis activity, % at 15 µM; actives 0.2% (n = 360,000); C. neoformans lysis, adenylate kinase release luminescence, 4 h; normalised: neutral wells 0, clomiphene wells 100;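 active means mean lysis activity across replicates of at least 80%, whatever share of replicates individually reach that level; inactive means mean lysis activity below 80%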
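Test system: log-phase Cryptococcus neoformans yeast cells; Quantity: yeast cell density of 5 × 10^6 cells/mL; Buffer or medium: YPD; Doses: single compound concentration per well; Timing: 4 h at 37 °C static, read 1 h later; Measured by: AK luminescence; Read-out basis: lysis from increased AK signal; Control set: Clomiphene as positive control.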
RAD52 anneal inh = RAD52 DNA annealing inhibitors, primary screen, biochemical, FRET, single point, set 2. actives 0.46% (n = 360,000). inhibition, % at 18.7 µM. recombinant RAD52 DNA annealing, FRET fluorescence. DNA repair protein RAD52 homolog (Homo sapiens), P43351;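 active means every replicate showing at least 50% inhibition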
* marks the source's active call; other numbers are inactive results; [ ] = another dose, or the depositor's remark.

What do the screens show for `O=C1C2C3C=CC(CC3)C2C(=O)N1c1ccc(Cl)cc1Cl` (stereo not drawn)?
ERAP1 HTS inh: 1; miR-122 sensor: 15; E-sel inducer: 0.2; RAD54 inh: -12; PglD DTNB: -7; Cneo AK release: -5; RAD52 anneal inh: -1

What do the screens show for `CCOc1ccc(NC(=O)c2[nH]c(C)c(C(C)=O)c2C)cc1`?
ERAP1 HTS inh: -2; miR-122 sensor: 27; E-sel inducer: 0.1; RAD54 inh: -1; PglD DTNB: 1; Cneo AK release: -6; RAD52 anneal inh: -4

How did O=C(C[C@H]1CC[C@H]2[C@@H](COC[C@H](O)CN2C(=O)Nc2cc(Cl)cc(Cl)c2)O1)N1CCCCC1 do in these assays?
ERAP1 HTS inh: 1; PGC1a acetyl inh: -3; miR-122 sensor: -4[16.7 µM]; E-sel inducer: 0.3; RAD54 inh: -5; PglD DTNB: -3; Cneo AK release: -12; RAD52 anneal inh: 5

What do the screens show for `C[C@@H]1CN([C@H](C)CO)C(=O)c2cc(C#Cc3ccccn3)cnc2O[C@@H]1CN(C)Cc1cncnc1`?
ERAP1 HTS inh: 1; PGC1a acetyl inh: 4; miR-122 sensor: -4[16.7 µM]; E-sel inducer: 0.1; RAD54 inh: -1; PglD DTNB: 1; Cneo AK release: -2; RAD52 anneal inh: -37

What do the screens show for `O=C(NC1(Cc2ccccc2)CCN(CCCc2ccccc2)C1=O)c1ccccc1` (stereo not drawn)?
ERAP1 HTS inh: 4; E-sel inducer: -0.1; RAD54 inh: -7; PglD DTNB: 11; Cneo AK release: 1; RAD52 anneal inh: -15

What do the screens show for `CNC[C@@H]1Oc2ccc(N(C)C)cc2C(=O)N([C@@H](C)CO)C[C@H]1C`?
ERAP1 HTS inh: -1; PGC1a acetyl inh: 4; E-sel inducer: -0.9; RAD52 anneal inh: -13

Results for CCOC(=O)C1(C)CCCCCN1C(=O)c1ccco1 (stereo not drawn) ?
ERAP1 HTS inh: -1; PGC1a acetyl inh: 7; miR-122 sensor: 0; E-sel inducer: 0.0; RAD54 inh: -3; PglD DTNB: -2; Cneo AK release: 3; RAD52 anneal inh: -3

What do the screens show for `Cc1cc(C)n(C(=O)CCC(=O)NCc2ccccc2)n1`?
ERAP1 HTS inh: 1; PGC1a acetyl inh: -1; miR-122 sensor: -4; RAD54 inh: -10; PglD DTNB: 3; Cneo AK release: 6; RAD52 anneal inh: -7

What do the screens show for `CC(=O)NC[C@H]1[C@@H](c2ccc(-c3ccccc3)cc2)[C@H](CO)N1C(=O)C1CCC1`?
ERAP1 HTS inh: 0; PGC1a acetyl inh: 0; miR-122 sensor: 29[16.7 µM]; E-sel inducer: 0.1; RAD54 inh: -5; PglD DTNB: -2; Cneo AK release: -11; RAD52 anneal inh: -67

How did O=C(Oc1ccc(Br)cc1C(=S)N1CCOCC1)c1ccccc1 do in these assays?
ERAP1 HTS inh: -2; RAD54 inh: 10; PglD DTNB: -5; Cneo AK release: 6; RAD52 anneal inh: -19

How did OC[C@@H]1[C@H](c2ccc(-c3ccccc3F)cc2)[C@@H]2CN(Cc3cncnc3)CCCCN12 do in these assays?
ERAP1 HTS inh: 0; PGC1a acetyl inh: 3; miR-122 sensor: 3[16.7 µM]; E-sel inducer: -0.2; RAD54 inh: -8; PglD DTNB: 2; Cneo AK release: -3; RAD52 anneal inh: 19

What do the screens show for `Cc1cc(C)c2[nH]c(C)c(CN3CCCCCC3)c(=O)c2c1`?
ERAP1 HTS inh: 3; PGC1a acetyl inh: -3; miR-122 sensor: -6; E-sel inducer: 0.0; RAD54 inh: 3; PglD DTNB: -1; Cneo AK release: 0; RAD52 anneal inh: 45

What do the screens show for `Cc1oc(CC(C)C)c(CN2CCCC2)c1C(=O)O`?
miR-122 sensor: 2; RAD54 inh: -8; PglD DTNB: 4; Cneo AK release: 3

How did CCC(=O)N[C@@H]1CC[C@@H](CCn2cc(CN(C)C)nn2)O[C@H]1CO do in these assays?
ERAP1 HTS inh: 0; PGC1a acetyl inh: 0; E-sel inducer: 0.0; RAD54 inh: 1; PglD DTNB: 0; Cneo AK release: 5; RAD52 anneal inh: -12

How did CNC[C@H]1Oc2c(NC(=O)NC(C)C)cccc2C(=O)N([C@H](C)CO)C[C@H]1C do in these assays?
ERAP1 HTS inh: 0; PGC1a acetyl inh: 1; miR-122 sensor: 12[16.7 µM]; E-sel inducer: -4.1; RAD54 inh: -1; PglD DTNB: -3; Cneo AK release: -4; RAD52 anneal inh: -30

What do the screens show for `Cn1c(=O)n(C)c2cc(NC(=O)c3ccccc3NS(C)(=O)=O)ccc21`?
PGC1a acetyl inh: 5; miR-122 sensor: -8; E-sel inducer: 0.2; RAD54 inh: -1; PglD DTNB: 3; Cneo AK release: -1; RAD52 anneal inh: -10

How did Cc1cccc(Oc2ncc(-c3ccc(Cl)cc3)cn2)c1 do in these assays?
PGC1a acetyl inh: -19; miR-122 sensor: -2; RAD54 inh: -5; PglD DTNB: 3; Cneo AK release: -1

What do the screens show for `O=C(C1CCCC1)N1CCCCN2[C@H](C1)[C@H](c1ccc(C#CC3CC3)cc1)[C@@H]2CO`?
ERAP1 HTS inh: -3; PGC1a acetyl inh: 2; miR-122 sensor: -22[16.7 µM]; RAD54 inh: 1; PglD DTNB: 0; Cneo AK release: 2; RAD52 anneal inh: 22

What do the screens show for `C=CCNc1oc(-c2cccc3ccccc23)nc1C#N`?
PGC1a acetyl inh: 6; miR-122 sensor: 2; RAD54 inh: -6; PglD DTNB: -1; Cneo AK release: -5

Results for O=C(CCCn1c(=O)[nH]c2ccccc2c1=O)Nc1ccc(F)cc1 ?
ERAP1 HTS inh: -2; miR-122 sensor: 5; RAD54 inh: 1; PglD DTNB: 0; Cneo AK release: 0; RAD52 anneal inh: 2

How did COc1cc(OC)cc(C(=O)NN(CCC#N)C2=NS(=O)(=O)c3ccccc32)c1 do in these assays?
ERAP1 HTS inh: -2; PGC1a acetyl inh: 2; E-sel inducer: 0.3; RAD54 inh: -1; PglD DTNB: 12; Cneo AK release: -1; RAD52 anneal inh: -14

Results for CN=C1SC(CC(=O)Nc2ccc(C(C)=O)cc2)C(=O)N1C (stereo not drawn) ?
PGC1a acetyl inh: -4; miR-122 sensor: 5; RAD54 inh: -10; PglD DTNB: 2; Cneo AK release: -2

What do the screens show for `COc1cccc(S(=O)(=O)N2C[C@@H](O)COC[C@@H]3O[C@@H](CC(=O)N4CCN(C)CC4)CC[C@H]32)c1`?
ERAP1 HTS inh: 2; PGC1a acetyl inh: 9; miR-122 sensor: 3[16.7 µM]; E-sel inducer: 0.2; RAD54 inh: -6; PglD DTNB: 2; Cneo AK release: -5; RAD52 anneal inh: 13

Results for Cc1ccc(CCC(=O)Nc2ccccc2F)s1 ?
ERAP1 HTS inh: 10; PGC1a acetyl inh: 4; miR-122 sensor: -4; RAD54 inh: 2; PglD DTNB: 5; Cneo AK release: -1; RAD52 anneal inh: -14

How did O=C(C[C@H]1C[C@H]2c3cc(NC(=O)NC4CCCCC4)ccc3O[C@H]2[C@@H](CO)O1)NC1CCCCC1 do in these assays?
ERAP1 HTS inh: -1; PGC1a acetyl inh: 7; E-sel inducer: -0.1; RAD52 anneal inh: -6

Results for C[C@H](O)C#Cc1ccc2c(c1)O[C@@H](CN(C)Cc1ccccc1)[C@@H](C)CN([C@H](C)CO)S2(=O)=O ?
ERAP1 HTS inh: 3; PGC1a acetyl inh: -2; miR-122 sensor: -9[16.7 µM]; E-sel inducer: 0.0; RAD54 inh: -2; PglD DTNB: -1; Cneo AK release: 0; RAD52 anneal inh: 4

Results for CC(C)OC(=O)Cn1nc(C(c2ccccc2)c2ccccc2)oc1=O ?
PGC1a acetyl inh: 0; miR-122 sensor: 0; E-sel inducer: -0.1; RAD54 inh: 4; PglD DTNB: -7; Cneo AK release: -1; RAD52 anneal inh: 4

What do the screens show for `CC(=O)N(C)C[C@H]1Oc2ncc(C#CC3(O)CCCC3)cc2C(=O)N([C@@H](C)CO)C[C@H]1C`?
ERAP1 HTS inh: 2; PGC1a acetyl inh: 7; miR-122 sensor: 4[16.7 µM]; E-sel inducer: 0.0; RAD54 inh: 3; PglD DTNB: 4; Cneo AK release: -2; RAD52 anneal inh: 6

Results for O=C(Nc1ccccc1)C1C2CCCCC21 (stereo not drawn) ?
ERAP1 HTS inh: -1; PGC1a acetyl inh: 13; miR-122 sensor: 1; RAD54 inh: -11; PglD DTNB: 1; Cneo AK release: 3; RAD52 anneal inh: -2

How did C=CC[C@@H](CC(=O)N(CCO)Cc1ccccc1)C(=O)N[C@@H](COC(=O)[C@H](CC=C)CC(=O)OC(C)(C)C)Cc1c[nH]c2ccccc12 do in these assays?
ERAP1 HTS inh: -2; PGC1a acetyl inh: 0; miR-122 sensor: -9; E-sel inducer: 0.3; RAD54 inh: 6; PglD DTNB: 0; Cneo AK release: 2; RAD52 anneal inh: -7

What do the screens show for `CCCN1Cc2cccc(C(=O)NC3CCCC3)c2C1=O`?
PGC1a acetyl inh: 3; miR-122 sensor: 9; RAD54 inh: -14; PglD DTNB: 1; Cneo AK release: 1

How did OC(CNCCCN1CCCCC1)COc1ccccc1 (stereo not drawn) do in these assays?
PGC1a acetyl inh: 19; miR-122 sensor: 2; RAD54 inh: 2; PglD DTNB: 4; Cneo AK release: 1

Results for CC1=NN(c2cccc(C(=O)O)c2)C(=O)/C1=C\C=C\c1ccco1 ?
PGC1a acetyl inh: 1; miR-122 sensor: -1; RAD54 inh: 14; PglD DTNB: -10; Cneo AK release: -2

Compound activity deposited in PubChem by Broad Institute.
